Screens as filed in PubChem.
IL1B secr inh = qHTS for Inhibitors of Inflammasome Signaling: IL-1-beta AlphaLISA Primary Screen; THP-1 LPS/ATP IL-1B secretion, AlphaLISA, 16 h; stronger effect = lower value; activity change, % at 57.5 µM; 4.7% of 360,000 active; in the data active means activity change below about -50%; inconclusive means mostly about -30% to -49%; further: on the % scale 0 is the no-effect control and ±100 the full control effect
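Secreted IL-1B measured by AlphaLISA bead assay after 16 h compound exposure of THP-1 cells; compounds (final up to 57.5 uM) added 1 h before LPS (250 ng/mL) and ATP (1.25 mM) stimulation; lower signal means less secretion.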
KB-3-1 cytotox = qHTS assay for MDR1-selective chemotherapeutics: Primary screen using the parental adenocarcinoma cell KB-3-1; KB-3-1 viability, CellTiter-Glo ATP luminescence, 72 h; Potency, µM (doses to about 46.1 µM), for the others: top-dose activity change, negative = cytotoxic, hits mostly cytotoxic; 1.4% of 400,000 active; further: potency means the concentration at half of the fitted maximal effect; on the % scale 0 is the no-effect control and ±100 the full control effect; nearly all actives have a fitted effect of over 60% in size
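Multi-concentration cytotoxicity screen in KB-3-1 cells grown in DMEM lacking phenol red with 10% FBS. After 72 h at 37 °C with compound, ATP-dependent luminescence was recorded.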
DRD3 antagonist = qHTS of D3 Dopamine Receptor Antagonist: qHTS; D(3) dopamine receptor (Homo sapiens), P35462; D3R cells, DiscoveRx beta-arrestin luminescence, antagonist mode; stronger effect = lower value; max response, negative = inhibition, %; 2.5% of 360,000 active; AID 652054, 2013; in the data active means max response below about -50%; inconclusive means no clear call, values can overlap the other calls; further: on the % scale 0 is the no-effect control and ±100 the full control effect; mostly tested at two doses, the higher about 12 µM
Target sequence (P35462 whole entry, looked up): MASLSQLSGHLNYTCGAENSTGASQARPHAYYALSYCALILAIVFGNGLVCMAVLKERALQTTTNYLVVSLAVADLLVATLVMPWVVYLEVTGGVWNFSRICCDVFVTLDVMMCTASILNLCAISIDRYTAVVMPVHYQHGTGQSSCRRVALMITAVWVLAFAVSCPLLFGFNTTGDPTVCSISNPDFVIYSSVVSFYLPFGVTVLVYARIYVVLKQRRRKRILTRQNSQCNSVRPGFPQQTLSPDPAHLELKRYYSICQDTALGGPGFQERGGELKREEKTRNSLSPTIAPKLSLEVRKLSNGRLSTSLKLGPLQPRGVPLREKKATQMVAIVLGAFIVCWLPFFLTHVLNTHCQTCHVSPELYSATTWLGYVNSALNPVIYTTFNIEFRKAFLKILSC
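Cells expressing the human receptor were seeded at 1500 cells/well, incubated overnight at 37 degrees C in 5% CO2, then exposed to library compounds with dopamine controls for 90 minutes at 37 degrees C before luminescent detection.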
SW480 rerep = A quantitative high throughput screen for small molecules that induce DNA re-replication in SW480 colon adenocarcinoma cells; SW480 DNA re-replication, Hoechst DNA content imaging, 48 h; Potency, µM (highest dose often 46.1 µM), without a hit: at the highest dose re-replication activation, usual class: activators; 1.8% of 340,000 active; further: potency means the concentration at half of the fitted maximal effect; % of control where 0% means no effect; nearly all actives have a fitted effect of over 55% in size
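250 cells/well; 23 nL cpd via pin tool; 48 hr, 37 C, 5% CO2; Hoechst 40 min; imager read of total nuclear intensity, ex 405/em 500-530 nm.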
HT1080 IDH1KD tx = qHTS for induction of synthetic lethality in tumor cells producing 2HG: qHTS for the HT-1080-IDH1KD cell line. HT-1080 IDH1 knockdown viability, ATP luminescence, 48 h. Potency, µM (highest dose often 46.1 µM), inactives show at the top dose activity, negative = toxicity, most hits filed as cytotoxic. AID 686971, 2013. 2% of 360,000 active;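 further: potency means the concentration at half of the fitted maximal effect; 0% = DMSO wells and -100% = cell-free medium wells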
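After a 2 h attachment period, IDH1KD HT-1080 cells took pin-transferred compound for 48 h at 37 °C; ATP-based luminescence after 10 min room-temperature reagent incubation reported viability.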
D3 ag = qHTS of D3 Dopamine Receptor Agonist: qHTS. max activation, %. 0.58% of 410,000 active. D3R DiscoveRx beta-arrestin cells, luminescence, 90 min. D(3) dopamine receptor (Homo sapiens), P35462; in the data active means max activation above about 30%; further: 0% is about no effect; mostly tested at two doses, the higher about 12 µM
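Cells at 1500/well, incubated overnight, then treated with pinned compounds (dopamine as control) for 90 min at 37 degrees C. DiscoveRx reagent added for 30 - 60 minutes at room temperature; luminescence read.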
GLP1R ag = qHTS of GLP-1 Receptor Agonists; Glucagon-like peptide 1 receptor (Homo sapiens), P43220; HEK293 GLP-1R CRE-luciferase, luminescence, 4-6 h; cells express a hypersensitive GLP-1R form; Potency, µM (series often up to 45.6 µM), for inactives: at the top dose activation, most hits filed as activators; 0.007% of 380,000 active; further: potency means the concentration at half of the fitted maximal effect; % of control where 0% means no effect
Target sequence (P43220 whole entry, looked up): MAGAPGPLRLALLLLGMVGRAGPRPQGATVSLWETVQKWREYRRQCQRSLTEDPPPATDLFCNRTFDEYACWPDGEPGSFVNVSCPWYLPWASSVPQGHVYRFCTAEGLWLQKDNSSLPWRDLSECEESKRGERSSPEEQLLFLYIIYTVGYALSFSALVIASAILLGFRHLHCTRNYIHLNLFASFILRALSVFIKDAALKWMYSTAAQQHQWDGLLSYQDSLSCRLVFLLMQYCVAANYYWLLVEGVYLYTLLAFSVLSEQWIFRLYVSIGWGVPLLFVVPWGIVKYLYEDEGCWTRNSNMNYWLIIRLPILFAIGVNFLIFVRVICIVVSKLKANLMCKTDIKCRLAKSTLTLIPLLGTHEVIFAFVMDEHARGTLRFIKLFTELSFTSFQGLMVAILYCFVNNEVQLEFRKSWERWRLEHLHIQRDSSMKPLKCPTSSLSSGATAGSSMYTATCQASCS
HT1080-NT tox = qHTS for induction of synthetic lethality in tumor cells producing 2HG: qHTS for the HT-1080-NT fibrosarcoma cell line; Potency, µM (titrated, usually from 46.1 µM), for inactives: at the top dose activity, negative = less viability, hits mostly cytotoxic; AID 686970, 2013; HT-1080-NT fibrosarcoma viability, CellTiter-Glo ATP luminescence, 48 h; 1.6% of 360,000 active;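 further: NT is the 2HG producing partner of a matched IDH1 knockdown line; potency means the concentration at half of the fitted maximal effect; 0% = DMSO-treated cells and -100% = media-only wells without cells; nearly all actives have a fitted effect of over 55% in size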
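Compounds were tested in concentration-response format on HT-1080-NT cells for 48 hours at 37 degrees C. Cell viability came from CellTiter-Glo luminescence; curves were classified by r2, response magnitude and activity.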
KB-V1 cytotox = qHTS assay for MDR1-selective chemotherapeutics: Primary screen using the drug-selected MDR subline cells KB-V1; KB-V1 MDR cells viability, CellTiter-Glo, 72 h; Potency, µM (series often up to 46.1 µM), for the others: at the top dose activity change, negative = cytotoxicity, hits mostly cytotoxic; 3.4% of 400,000 active; AID 1347076, 2019; further: potency means the concentration at half of the fitted maximal effect; on the % scale 0 is the no-effect control and ±100 the full control effect; nearly all actives have a fitted effect of over 60% in size
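Readout: CellTiter-Glo luminescence, 10 min after addition. Cells: KB-V1 MDR subline, 72 h at 37 degrees C with compound. Analysis: corrected, normalized data fitted to concentration-effect curves.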
* = called active by the depositor; ? = inconclusive; · = no result given; & = joins results of further samples; [ ] = dose if it differs, or a comment. Unless noted, the call rests on the fitted dose curve; in most records, active means well fitted curve in the direction sought with a large enough effect; inconclusive means small, poorly fitted or top-dose-only effect, or another doubt; inactive means no such curve, though single readings can be large; an effect the other way counts as inactive or inconclusive.

smiles	IL1B secr inh	KB-3-1 cytotox	DRD3 antagonist	SW480 rerep	HT1080 IDH1KD tx	D3 ag	GLP1R ag	HT1080-NT tox	KB-V1 cytotox
CCOc1ccc(OCC)c(S(=O)(=O)n2cnc(C)c2)c1	7	2%	8	8%	0%	-3	16%	-2%	12%
Cc1cccc(CN2CCNC2=O)c1	6	15%	9	-10%	-5%	10	-7%	18%	1%
CCCC(=O)N1CCC1(C)C(=O)Nc1ccc(C)cc1 (configuration not stated)	44	0%	4	·	2%	-1	-6%	25%	-2%
Cc1cc(N/C=C/C(=O)c2ccccc2)ccc1Br	19	0%	-4	-15%	1%	-3	1%	-2%	-13%
CCOc1ccccc1NC(=O)C1CCCN(S(=O)(=O)c2c(C)[nH]c(=O)[nH]c2=O)C1 (configuration not stated)	17	9%&2%	2	-6%	0%	6&3	-10%&-1%	-2%	4%&0%
COc1cc(OC)c(N2CC(C(=O)Nc3cc(Cl)ccc3N3CCOCC3)CC2=O)cc1Cl (configuration not stated)	17	5.8µM*	-2	?	?	-3	-2%	5.8µM*	-25%
O=C(O)C1CC(=O)N(c2ccc(OCc3ccccc3)cc2)C1 (configuration not stated)	0	5%	-13	-4%	-24%	-5	-11%	10%[9.24 µM]	19%
O=C1c2ccccc2C(=O)N1CCC#Cc1ccc2cc(C3(O)CCCCC3)oc(=O)c2c1	7	-2%	69	-6%	13%	1	14%	21%	5%
CCOC(=O)C(=O)c1csc(NC(=O)CCSc2ccc(C)cc2)n1	12	-3%	-3	3%	12%	-1	-6%	7%	0%
NC(=O)NC(=O)COC(=O)CCCc1c[nH]c2ccccc12	29	19%	4	0%	-6%	1	-1%	-3%	7%
COc1ccc(Br)cc1/C=N/NC(=O)c1cccc(S(=O)(=O)N2CCOCC2)c1	29	?	-15	-8%[1.84 µM]	-20%	-14	8%	-16%	5%
COc1ccc(Cl)cc1NC(=O)CN1CCN(C(=O)N2CCOCC2)CC1	17	-7%	19	3%	14%	-3	-1%	14%	?
COc1cc2nc(NCCCN3CCN(C)CC3)n3nc(-c4ccccc4)nc3c2cc1OC	-110*	?	9	?	?	0	-14%	16µM*	?
O=C(c1cccc(C(F)(F)F)c1)N1CCOc2ccccc21	-11	0%	15	-20%	2%	3	1%	0%	20%
CCCCNC(=O)C1CCN(C(=O)Nc2ccc(C)cc2)CC1	-5	-11%	15	2%	-1%	-3	2%	-1%	-27%

Results in DRD3 antagonist, for some of the entries so far:
mol,DRD3 antagonist
Cc1cccc(CN2CCNC2=O)c1,9
CCCC(=O)N1CCC1(C)C(=O)Nc1ccc(C)cc1 (configuration not stated),4
Cc1cc(N/C=C/C(=O)c2ccccc2)ccc1Br,-4
CCOc1ccccc1NC(=O)C1CCCN(S(=O)(=O)c2c(C)[nH]c(=O)[nH]c2=O)C1 (configuration not stated),2

The list continues:
smiles	IL1B secr inh	KB-3-1 cytotox	DRD3 antagonist	SW480 rerep	HT1080 IDH1KD tx	D3 ag	GLP1R ag	HT1080-NT tox	KB-V1 cytotox
COc1ccc(-n2c(SCC(N)=O)nc3sc4c(c3c2=O)CCC4)cc1	41	?	-12	-6%	-2%	-9	6%	-8%	-27%
O=C1CSC2=NCN(c3ccccc3)CN12	-12	20%	-6	2%	14%	0	5%	9%	4%
COC(=O)c1ccc(OCC2c3cc(OC)c(OC)cc3CCN2C(=O)C2CC2)cc1 (configuration not stated)	?	-6%	25	-2%	-18%	18	?	?	0%
COc1cc(CN2CCCC(C(=O)Nc3cccc(-n4cccn4)c3)C2)ccc1F (configuration not stated)	-66*	-21%	2	4%	?	-9	-2%	?	-4%
CC(=O)N(CCCN(C)C)c1nc2ccc(C)cc2s1	-26	-1%	-15	?	-19%	-10	0%	-11%	-3%
CN(C1CCCCC1)S(=O)(=O)c1ccc(NC(=O)c2ccc(Br)o2)cc1	-13	-8%	?	1%	-20%	-1	1%	-25%	-22%
O=C(C[C@H]1CC[C@@H](NC(=O)Nc2ccc3c(c2)OCO3)[C@@H](CO)O1)NCc1ccccc1	4	3%	1	·	24%	5	·	17%	4%
COc1ccc2c(c1)OC[C@H]1[C@@H]2N2C(=O)CNC(=O)[C@@]2(C)[C@H]1c1ccccc1	40	2%	-8	-4%	-1%	-12	0%	0%	8%
COCCNC(=O)C1(C)CCN(C(=O)c2cccnc2Oc2ccccc2)C1 (configuration not stated)	32	0%	-21	·	27%	6	3%	?	4%
CCS(=O)(=O)Nc1ccc(-c2ccc(NS(=O)(=O)CC)c(OC)c2)cc1OC	-17	0%	8	12%	-10%	-5	-2%	-6%	-23%
CC(C)(C)OC(=O)NNC(=O)c1ccc(Cl)cc1	7	9%	-13	-4%	17%	-1	-3%	13%	24%
C=CCN1C(=O)C(CC(=O)Nc2ccccc2)SC1=Nc1c(C)n(C)n(-c2ccccc2)c1=O (configuration not stated)	9	0%	-13	1%	2%	-4	3%	3%	12%
COc1ccc(CN(C)Cc2nc3scc(-c4ccccc4)c3c(=O)[nH]2)cc1OC	12	5%	2	72%	7%	2	0%	-1%	-16%
O=C(Nc1cc(Cl)ccc1N1CCOCC1)c1cccnc1Cl	-12	3%	-4	-5%[9.22 µM]	-9%	2	9%	-11%	22%
O=C(/C=C/c1ccc2c(c1)OCO2)NCc1cn2cc(Cl)ccc2n1	24	12%	2	-1%	-18%	-3	10%	-18%	?

One compound at a time, as listed above. Order of screens: IL1B secr inh | KB-3-1 cytotox | DRD3 antagonist | SW480 rerep | HT1080 IDH1KD tx | D3 ag | GLP1R ag | HT1080-NT tox | KB-V1 cytotox
COc1ccc(CN(C)Cc2nc3scc(-c4ccccc4)c3c(=O)[nH]2)cc1OC reads 12 | 5% | 2 | 72% | 7% | 2 | 0% | -1% | -16%
COc1ccc(Br)cc1/C=N/NC(=O)c1cccc(S(=O)(=O)N2CCOCC2)c1 reads 29 | ? | -15 | -8%[1.84 µM] | -20% | -14 | 8% | -16% | 5%

Other structures follow:
smiles	IL1B secr inh	KB-3-1 cytotox	DRD3 antagonist	SW480 rerep	HT1080 IDH1KD tx	D3 ag	GLP1R ag	HT1080-NT tox	KB-V1 cytotox
CC1CCN(CC(O)COc2ccc(OCC(O)CN3CCC(C)CC3)cc2)CC1 (configuration not stated)	1	4%	45	-5%	5%	-3	14%	0%	4%
COc1ccc([C@@H]2[C@@H]3C(=O)N(C(C)(C)C)C(=O)[C@@H]3[C@]3(CC(C)C)C(=O)N(c4ccccc4)C(=O)N23)cc1	20	27%	19	2%	-3%	2	8%	2%	-1%
COc1ccc(-c2nnn(Cc3nn[nH]n3)n2)cc1OC	39	2%	-23	-19%	4%	3	3%	1%	0%
Cc1ccc(C(=O)Nc2cccc(C(=O)N/N=C/c3ccccc3F)c2)cc1	37	-20%	-22	?	-29%	-10	0%	?	1%
CC1CCN(C(=O)CN2C(=O)NC(c3ccccc3)(c3ccccc3)C2=O)CC1	-14	2%	7	-28%	3%	-2	-3%	9%	-10%
COc1ccc(NC(=O)c2cc([N+](=O)[O-])ccc2N2CCCC2)cc1	7	?	-13	3%	2%	-3	9%	-1%	7%
COc1ccccc1N1CCN(C(=O)c2cccc(S(=O)(=O)N3c4ccccc4CC3C)c2)CC1 (configuration not stated)	·	-23%	-27	21%	?	-5	-28%	?	3.7µM*
CCc1ccc(C2c3[nH]c4ccccc4c3CCN2C(=O)CNC(N)=O)cc1 (configuration not stated)	-57*	10%	-19	2%	-19%	-1	-18%	-9%	5%
Cc1ccc(N2C(=O)C(Cl)=C(NCc3ccccc3)C2=O)c(C)c1	-2	11%	-8	-6%	-4%	3	0%	-4%	?
CCN(CC)CCCNc1oc(-c2ccccc2[N+](=O)[O-])nc1C#N	13	?	-56*	15%	8%	6	-2%	13%	13%
O=C(CC1S/C(=N/N=C/c2c[nH]c3ccc(OCc4ccccc4)cc23)NC1=O)Nc1ccccc1 (configuration not stated)	7	9%	-8	-4%	-2%	-2	-35%[inhibitor]	-6%	-16%
O=C(CCN1CCN(c2ccc(Cl)cc2)CC1)Nc1nccs1	2	-2%	-66*	-4%	-5%	8	-13%	-8%	?
Cc1ccc(C2CC(c3cccs3)n3nc(N)nc3N2)cc1 (configuration not stated)	?	0%	-15	-4%	-8%	-6	-1%	-3%	-8%
NS(=O)(=O)c1ccc(CCNC(=O)CCCCCn2c(=S)[nH]c3ccc(Br)cc3c2=O)cc1	1	-3%	-3	6%	-5%	3	1%	-3%	-4%
CC(C)(O)C#Cc1ccc(C(=O)N2CCN(c3ccccc3)CC2)cc1	-5	-2%	-6	3.3µM*	3%	4	4%	1%	-10%
O=C(O)CCC(=O)N1CCN(c2ncccc2C(F)(F)F)CC1	14	-6%	1	-1%	15%	-16	5%	10%	-3%
O=C(CSc1nc2ccccc2s1)NCCOc1ccc(Cl)cc1	?	0%	2	-2%	-8%	-1	0%	-2%	6%
CCc1nc2ccc(C(=O)NCCOc3ccc(OC)cc3)cn2c1N(C)C(=O)COc1ccccc1	-3	28%	-30	·	0%	-1	12%	4%	?
CC(C)Cc1ccc(CN2CCCC(NC(=O)CCCN3CCCC3=O)C2)cc1 (configuration not stated)	30	-11%	12	-5%	0%	12	16%	-1%	-3%
COc1ncnc2c1oc1nc(CC(C)C)c3c(c12)CC(C)(C)OC3	-12	-1%	-15	-12%	-4%	3	2%	0%	-7%
C/C(=N\NC(=O)CC1N=C(Cc2ccccc2)NNC1=O)c1ccccc1 (configuration not stated)	14	-5%	-3	7%[9.22 µM]	-1%	0	-3%	-2%	13%
